# Screening data (PubChem BioAssay)
# NCI-60 one-dose screen, 48 h, at 10 µM unless noted. Numbers give growth in % (100 = growth as untreated, 0 = no growth, -100 = all killed).
# A549/ATCC = A549/ATCC NSCLC; 3.7% of 81,000 active; AID 1794740
# CCRF-CEM = CCRF-CEM leukemia. 7% of 77,000 active. AID 1794778
# HOP-62 = HOP-62 NSCLC; 3.9% of 80,000 active; AID 1794735
# EKVX = EKVX NSCLC; 3% of 71,000 active; AID 1794765
# HOP-92 = HOP-92 NSCLC cells; 6.3% of 71,000 active; AID 1794738
# RPMI-8226 = RPMI-8226 leukemia cells; 7.5% of 77,000 active
# M14 = M14 melanoma; 6.2% of 80,000 active; AID 1794745
# MOLT-4 = MOLT-4 leukemia cells; 6.9% of 80,000 active
# Starred values were filed as active, the others as inactive; nt = not tested or not shown; & = joins results of further samples; [ ] = another dose, or the depositor's remark. Rule for the calls: active = growth percent below 10; inactive = the rest.
Structure	CCRF-CEM	HOP-92	MOLT-4	A549/ATCC	M14	HOP-62	EKVX	RPMI-8226
CS(=O)(=O)c1ccc(NN2C(=O)CSC2c2ccc(F)cc2)cc1 (centres undefined)	91	100	88	105	104	101	98	93
O=C(OCc1ccc2c(Cl)cc(Cl)c(O)c2n1)c1cc2cc(F)ccc2[nH]1	29	43	38	29	55	29	37	35
O=c1c2sc3ncc(Cl)cc3c2nnn1-c1ccccc1	nt	129	87	71	101	100	nt	107
CCCCOS(=O)(=O)c1ccc(C)cc1	nt	109	111	100	91	104	105	83
C/C(=N\NC(=O)CSc1nc2ccccc2c(=O)n1CCc1ccc(S(N)(=O)=O)cc1)c1ccc([N+](=O)[O-])cc1	71	nt	58	70	91	33	95	64
COc1cccc(/C(C#N)=C/c2nc3c(N4CCOCC4)nc(Cl)nc3n2C)c1	2.7*	-66*	-19*	29	-54*	35	-77*	-23*
COc1cccc(Nc2ncnc3cc(NC(=O)CCl)ccc23)c1	-27*	-75*	-31*	-28*	-78*	-90*	-24*	-45*
COc1ccc(NC(=O)CNn2c(COc3ccccc3)nc3ccccc3c2=O)cc1	96	84	89	96	105	87	90	94
Cc1ccc(C(=O)c2ccc(CC(=O)N/N=C/c3ccc4c(c3)OCO4)n2C)cc1	104	106	100	96	96	91	99	100
CCCCOc1ccc(Br)cc1	96	82	76	98	101	104	102	90
Cc1ccc(S(=O)(=O)C/C(=N\NC(=O)c2ccccc2)c2cc3ccccc3oc2=O)cc1	125	115	104	103	108	118	103	118
O=C1OC(C(=O)O)Cc2ccsc21 (centres undefined)	98	91	99	87	nt	104	102	106
COc1ccc(NC(=O)N=Nc2c(O)[nH]c3ccccc23)cc1	105	86	103	99	94	91	95	101
CC#Cc1c(C)c(N2CCN(CCOc3ccc4c(c3)CC[C@@H]3[C@@H]4CC[C@]4(C)[C@@H](O)CC[C@@H]34)CC2)cc2c1CCN2S(C)(=O)=O	65	nt	60	66	72	93	68	35
N#C/C(=C\c1c(-c2ccccc2)[nH]c2ccccc12)C(=O)c1ccccc1	nt	77	39	50	38	43	68	-0.9*
CCC(c1ccccc1)C(CC)c1ccc(O)c(O)c1 (centres undefined)	nt	84	74	99	97	124	107	102
COc1ccc(NC(=O)CSc2nnc(-c3ccc4nc(-c5ccc(Cl)cc5)[nH]c4c3)o2)cc1OC	83	155	69	109	84	103	102	98
C#COc1cccc(Nc2ncnc3ncc(NC(=O)CCl)cc23)c1	23[6.25 µM]	59[6.25 µM]	50[6.25 µM]	23[6.25 µM]	36[6.25 µM]	-2.1*[6.25 µM]	57[6.25 µM]	53[6.25 µM]
CCOC(=O)c1ccc(NC(=S)NC(=O)c2ccc(NC(=O)c3ccc(C)cc3)cc2OC)cc1	94	79	89	100	96	98	82	76
C=CCSc1ccc2c(c1)C(N1CCNCC1)=Nc1ccccc1O2	67[8.25 µM]	34[8.25 µM]	50[8.25 µM]	72[8.25 µM]	83[8.25 µM]	85[8.25 µM]	80[8.25 µM]	63[8.25 µM]
N#Cc1c(NC(=O)Nc2cc(C(F)(F)F)cc(C(F)(F)F)c2)sc2c1CCCC2	nt	79	98	82	93	96	96	49
Cc1ccc([C@@H]2C[C@H](O)Cc3cc(OC(F)(F)F)ccc3N2)s1	80	87	94	99	110	nt	96	90
CNC(=O)c1cc(-n2ccc3cc(NC(=O)c4cccc(C(F)(F)F)c4)ccc32)ccn1	64	98	65	76	89	101	94	nt
COc1cc(CNC(=O)C[C@H](C)CCC=C(C)C)ccc1OCc1cn(-c2ccc([N+](=O)[O-])cc2)nn1	nt	86	64	85	89	104	75	73
Nc1ccc(Cl)cc1C(=O)N1CCN(c2ccc([N+](=O)[O-])cn2)CC1	87	83	13	81	102	82	67	88
Cc1cn2c(=O)c3ncn(C4OC(CO)C(O)C4O)c3n(C)c2n1 (centres undefined)	124	101	108	94	101	101	93	119
Oc1ccccc1C=NCC(O)CN=Cc1ccccc1O (centres undefined)	102	88	89	99	105	nt	90	95
COc1cc2c(cc1NC(=O)C(Cl)Cl)-c1ccc(NC(=O)C(Cl)Cl)cc1C2	82	40	95	-4.9*	70	-58*	-9.2*	1.0*
CC(=O)N[C@H](CS)C(=O)O	93	96	nt	94	100	98	106	nt
CC1=NN(c2ccc(S(=O)(=O)O)cc2)C(=O)C1N=Nc1ccc(-c2ccc(N=Nc3ccc(OS(=O)(=O)c4ccc(C)cc4)cc3)c(S(=O)(=O)O)c2)cc1 (centres undefined)	68	41	84	99	103	94	107	75
CCCCC(C(=O)O)N1C(=O)CSC1=S (centres undefined)	106	115	104	105	107	102	98	115
O=C1CCc2c(sc3[nH]c(=S)n(-c4ccc(Cl)cc4)c(=O)c23)C1	102	98	104	91	98	95	104	99
CCCCCCCCCCCCc1ccc(C(=O)/C=C/C(=O)O)cc1	-18*	46	-15*	78	62	93	100	6.0*
COc1cc(/C=C/C(=O)c2ccc(NC(=O)CN3C(=O)NC(C)(c4ccccc4)C3=O)cc2)cc(OC)c1OC (centres undefined)	7.1*	85	1.8*	18	47	33	73	nt
COc1ccc(C=C(C(=O)O)C(=O)O)cc1	94	104	104	93	98	nt	92	103
[2H]c1c([2H])c(-n2cc3cccc(C(N)=O)c3n2)c([2H])c([2H])c1C1C([2H])NC([2H])C([2H])C1[2H] (centres undefined)	96	96	87	77	93	102	88	95
CO[C@H](C(=O)[C@@H](O)[C@@H](C)O)[C@@H]1Cc2cc3cc(O[C@H]4C[C@@H](O[C@H]5C[C@@H](O)[C@H](O)C(C)O5)[C@H](O)C(C)O4)c(C)c(O)c3c(O)c2C(=O)[C@H]1O[C@H]1C[C@@H](O[C@H]2C[C@@H](O[C@H]3C[C@](C)(O)C(=O)C(C)O3)[C@@H](O)C(C)O2)[C@H](O)C(C)O1 (some centres undefined)	10	nt	1.0*	4.1*	-27*	-2.1*	0.2*	-21*
NS(=O)(=O)c1ccc(CCN2C(=O)/C(=C/c3ccc(F)cc3)C=C2c2ccccc2)cc1	98	103	79	102	105	101	92	83
CCOC(=O)c1c(-c2ccccc2)n2c(=O)cc(C)c3c(O)c(O)cc1c32	17	47	36	43	66	39	87	37
CC1CC2(c3ccccc3)N(CCc3cncn32)C1=O (centres undefined)	107	98	105	94	99	108	92	106
CC(=O)n1nc(C(=O)OCc2ccccc2C)c2ccccc21	100	98	96	100	103	75	85	104
C=CC(=O)N[C@H](Cc1ccc(-c2cc(Cl)cc(Cl)c2)cc1)[C@H](O)[C@@H](O)C(=O)O	80	84	102	72	86	87	90	83
CCn1cc(C(=O)O)c(=O)c2cc(F)c(N3CCN(S(=O)(=O)c4ccc(Cl)cc4Cl)CC3)cc21	2.8*	-9.1*	1.8*	2.0*	16	20	nt	9.1*
c1ccc(N=C(C(=Nc2ccccc2)c2ccccc2)c2ccccc2)cc1	73	81	74	75	86	97	87	76
COc1ccc(-c2c3c(C)nn(-c4ccccc4)c3nc3nc[nH]c(=O)c23)cc1	nt	75	84	69	103	98	nt	78
CCn1c(O)c(N=NC(=O)c2ccc(S(N)(=O)=O)cc2)c2ccccc21	102	101	94	98	87	102	108	94
NS(=O)(=O)c1ccc(C(=O)NN2C(=O)C3C(C2=O)C2(Cl)C(Cl)=C(Cl)C3(Cl)C2(Cl)Cl)cc1 (centres undefined)	118	nt	105	99	103	110	97	102
COc1ccc(Nc2nc(NS(=O)(=O)c3ccc(C)cc3)nc(-c3ccc(Cl)cc3)c2C#N)cc1	103	121	nt	103	101	125	95	115
CNc1nc(Cl)ncc1C	92	122	98	117	110	99	101	101
COc1ccc(CNc2c3ccccc3nc3ccccc23)c(OC)c1	55	-14*	18	35	44	47	51	35

# Single values from the results shown:
# Result for CC(=O)n1nc(C(=O)OCc2ccccc2C)c2ccccc21 in A549/ATCC: 100
# Result for CO[C@H](C(=O)[C@@H](O)[C@@H](C)O)[C@@H]1Cc2cc3cc(O[C@H]4C[C@@H](O[C@H]5C[C@@H](O)[C@H](O)C(C)O5)[C@H](O)C(C)O4)c(C)c(O)c3c(O)c2C(=O)[C@H]1O[C@H]1C[C@@H](O[C@H]2C[C@@H](O[C@H]3C[C@](C)(O)C(=O)C(C)O3)[C@@H](O)C(C)O2)[C@H](O)C(C)O1 (some centres undefined) in CCRF-CEM: 10
# Result for COc1ccc(-c2c3c(C)nn(-c4ccccc4)c3nc3nc[nH]c(=O)c23)cc1 in HOP-62: 98

# Back to the main list with the 2 entries that preceded the break.
Structure	CCRF-CEM	HOP-92	MOLT-4	A549/ATCC	M14	HOP-62	EKVX	RPMI-8226
CNc1nc(Cl)ncc1C	92	122	98	117	110	99	101	101
COc1ccc(CNc2c3ccccc3nc3ccccc23)c(OC)c1	55	-14*	18	35	44	47	51	35
Clc1ccc(C2=Nn3c(N/N=C/c4ccccc4)nnc3SC2)cc1	96	101	93	93	108	109	103	99
NC(=O)C1CCCN(Cc2c[nH]c3ccccc23)C1 (centres undefined)	106	96	99	96	99	91	100	105
N#Cc1c(-c2ccccc2)cc(-c2ccccc2)nc1OCc1ccccc1	93	114	92	92	100	101	96	98
O=[N+]([O-])c1ccc(C=Nc2ccccc2)cc1	102	117	81	98	102	105	106	99
Cc1ncc(C(=O)Nc2ccc(CN3CCN(C)CC3)c(C(F)(F)F)c2)cc1C#Cc1c(N)ncc2ccc(C#N)cc12	38	-8.0*	37	34	-12*	16	58	41
CC(C)c1ccc(Cn2cc(CSc3nc4ccccc4o3)nn2)cc1	111	104	104	99	107	99	102	111
COc1ccccc1NC(=O)C1CCC(=O)N1c1ccc(F)cc1 (centres undefined)	99	101	103	99	100	110	99	nt
O=C(/C=C/c1ccc([N+](=O)[O-])o1)NNC(=O)c1cc2ccccc2cc1O	6.6*	4.1*	3.0*	32	-93*	27	39	-7.0*
COC(=O)c1cccc([N+](=O)[O-])c1Cn1cc(COc2ccc3c(c2)NC(=O)CC3)nn1	107	103	110	104	118	113	108	96
N#Cc1ccccc1/C=N/NC1=NCCN1S(=O)(=O)c1ccc(Cl)cc1	103	89	90	95	100	94	99	93
N#CC(=C1C=CC(=NO)C=C1)c1ccccc1	3.4*	-7.5*	19	34	-36*	6.9*	55	-13*
O=C1c2ccccc2C(=O)N1CCc1ccccc1	nt	83	92	91	104	88	89	108
Cc1cc2c(cc1C)-n1c(C)cc(=O)n1C(c1ccccc1Br)N2 (centres undefined)	101	nt	110	98	107	107	nt	105
CN1CCN(C(=O)Nc2ccc(Cl)cc2)CC1	103	111	110	109	115	106	109	104
[O-]/[N+](=C/c1ccc(OCc2cn(Cc3ccccc3)nn2)cc1)c1ccccc1	84	119	90	99	86	93	90	92
NN=C1c2ccccc2-c2ccccc21	95	86&104	99&105	99&103	112&109	89&104	75&100	98&100
CCn1cc(C(=O)O)c(=O)c2cc3c(cc21)OCO3	101	94	60&103	110&104	103&99	100&112	97&97	88
NNc1cccc(/C=C/c2ccccc2)cc1=O	14	60	38	65	61	71	48	30
N#CC1c2ccccc2C=CN1C(=O)c1ccc(Cl)cc1 (centres undefined)	92	nt	84	106	93	81	nt	99
CCCCN(CCCC)CC(CC)N(CCCC)CCCC (centres undefined)	95	nt	89	98	99	100	nt	98
CC(=O)N1CCN(Cc2ccc3c(NNC(=O)c4cnccn4)nc4cc(F)ccc4n23)CC1	9.3*	56	nt	25	-31*	15	16	26
C#C[C@]1(O)CCC2C3CCc4cc(OC)ccc4C3CC[C@@]21C (some centres undefined)	83	52	87	85	88	103	83	78
O=C(Nc1ncccc1OCc1cccc(F)c1)Nc1cccc2ccccc12	83	92	nt	84	92	98	89	86
CC(=C(c1ccc(OCCN2CCCC2)cc1)c1ccc(OCCN2CCCC2)cc1)c1ccc(Cl)cc1	-49*	-1.7*	-43*	-62*	-85*	-69*	37	-55*
O=[N+]([O-])c1ccc(CO)c(I)c1	92	nt	105	100	106	112	nt	106

# Shown field by field: part of the list above
Compound: Cc1ncc(C(=O)Nc2ccc(CN3CCN(C)CC3)c(C(F)(F)F)c2)cc1C#Cc1c(N)ncc2ccc(C#N)cc12
- CCRF-CEM: 38
- HOP-92: -8.0*
- MOLT-4: 37
- A549/ATCC: 34
- M14: -12*
- HOP-62: 16
- EKVX: 58
- RPMI-8226: 41
Compound: O=C(/C=C/c1ccc([N+](=O)[O-])o1)NNC(=O)c1cc2ccccc2cc1O
- CCRF-CEM: 6.6*
- HOP-92: 4.1*
- MOLT-4: 3.0*
- A549/ATCC: 32
- M14: -93*
- HOP-62: 27
- EKVX: 39
- RPMI-8226: -7.0*

# Continuation:
Structure	CCRF-CEM	HOP-92	MOLT-4	A549/ATCC	M14	HOP-62	EKVX	RPMI-8226
CCOC(CNCc1ccccn1)OCC	90	43	100	nt	105	92	104	85
N#Cc1c(Nc2ccc(Cl)cc2)nc2n(c1=O)-c1ccccc1Sc1ccccc1-2	54	83	33	65	82	106	56	61
CCc1c2c(nc3ccc(OCc4ccc(B(O)O)cc4)cc13)-c1cc3c(c(=O)n1C2)COC(=O)[C@]3(O)CC	4.4*	-4.5*	-5.6*	7.2*	1.1*	-17*	25	6.3*
Cc1cc(C)c2c(-c3nnc(N)s3)cc(=O)oc2c1	nt	115	106	104	104	111	97	72
Cc1cc2ncn(C(=O)/C=C/c3ccccc3)c2cc1C	35	96	83	85	80	86	nt	36
O=[N+]([O-])c1cc(-c2nnc(Cn3c(COc4cccc5ccccc45)nc4ccccc43)o2)cc([N+](=O)[O-])c1	97	73	72	100	99	101	nt	80
O=C1/C(=C/c2ccc(Cl)cc2)SC(=S)N1N1CCOCC1	nt	105	101	105	111	98	109	96
CN(C(=O)N(C)c1ccccc1)c1ccccc1	108	nt	97	110	nt	93	nt	nt
C#C[C@@]1(O)[C@@H](CO)O[C@@H](n2cc(Br)c3c(Cl)ccnc32)[C@@H]1O	13	-61*	1.9*	46	62	36	59	0.2*
O=c1/c(=C\C=C\c2ccccc2)sc2n1CCN=2	99	101	108	87	109	100	nt	98
